PGE2 EP2 inh: EP2 receptor (human) inhibition; P43116; C6 glioma cells expressing human EP2, cAMP TR-FRET; cells stimulated with saturating PGE2; inhibition, % at 25 µM; 260,000 compounds, 0.52% hits; AID 1422;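 active = percent inhibition above 40 after rounding to a whole number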;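 note: rat C6 glioma host cells with rolipram phosphodiesterase inhibitor present; the protocol text gives 20 µM as final concentration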
Target sequence (P43116 whole entry, looked up): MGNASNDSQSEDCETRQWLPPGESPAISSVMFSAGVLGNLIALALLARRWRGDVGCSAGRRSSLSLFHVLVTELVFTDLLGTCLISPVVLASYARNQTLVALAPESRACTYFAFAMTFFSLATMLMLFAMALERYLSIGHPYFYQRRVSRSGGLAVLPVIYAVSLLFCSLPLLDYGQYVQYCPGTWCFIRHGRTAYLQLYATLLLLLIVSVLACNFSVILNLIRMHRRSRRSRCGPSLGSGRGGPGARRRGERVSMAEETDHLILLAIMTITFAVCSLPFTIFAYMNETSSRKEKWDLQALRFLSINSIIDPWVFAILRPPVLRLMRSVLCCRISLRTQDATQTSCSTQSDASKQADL
Active calls of the source: *. These rows are one share of the data (hit frequency here may not be typical).

The first 3 records (preview)
What do the screens show for `CC1CN(c2nc3c(c(=O)[nH]2)CCN(Cc2cc4c(cc2Cl)OCO4)C3)CC(C)O1` (stereo unspecified)?
PGE2 EP2 inh: 4

Results for CC(C)C(=O)N1CCN(c2ccccc2NC(=O)c2ccc(Cl)cc2)CC1 ?
PGE2 EP2 inh: 3

How did CCc1c(C)sc(NC(=O)CSc2nc(-c3ccc(OC)cc3)cc(C(F)(F)F)n2)c1C#N do in these assays?
PGE2 EP2 inh: 7

This part in full, previewed entries included:
What do the screens show for `CC1CN(c2nc3c(c(=O)[nH]2)CCN(Cc2cc4c(cc2Cl)OCO4)C3)CC(C)O1` (stereo unspecified)?
PGE2 EP2 inh: 4

Results for CC(C)C(=O)N1CCN(c2ccccc2NC(=O)c2ccc(Cl)cc2)CC1 ?
PGE2 EP2 inh: 3

How did CCc1c(C)sc(NC(=O)CSc2nc(-c3ccc(OC)cc3)cc(C(F)(F)F)n2)c1C#N do in these assays?
PGE2 EP2 inh: 7

Results for CC(=O)Nc1ccc(CN2CCc3c(nc(C)[nH]c3=O)C2)cc1 ?
PGE2 EP2 inh: 5

How did COc1ccc(N2CN=c3s/c(=C\c4ccc(C)o4)c(=O)n3C2)cc1 do in these assays?
PGE2 EP2 inh: 7

Results for COC(=O)c1nc(NC(=S)NC(=O)c2ccco2)sc1C ?
PGE2 EP2 inh: 16

What do the screens show for `Cc1nc(NC(=O)c2ccccc2Cl)sc1C(=O)Nc1ccc2c(c1)OCCO2`?
PGE2 EP2 inh: 2

How did c1ccc(-c2nnc(SCc3cccnc3)o2)cc1 do in these assays?
PGE2 EP2 inh: 13

What do the screens show for `CCC(=O)N1CCN(c2ccc(N)cc2)CC1`?
PGE2 EP2 inh: 4

Results for CC(C)[C@@H](Cn1nc(-c2cccs2)ccc1=O)NC(=O)C1(c2ccccc2)CC1 ?
PGE2 EP2 inh: 4

What do the screens show for `CC1(C)C2CCC(C2)C1(C)NC(=O)CNCCN1CCCCC1` (stereo unspecified)?
PGE2 EP2 inh: 16

Results for Cc1cc(C)c2[nH]c(=O)c(CN(CCN(C)C)C(=S)NCCc3ccccc3)cc2c1 ?
PGE2 EP2 inh: 16

What do the screens show for `CCOc1ccccc1NC(=O)CSc1nc2ccc(C)cc2cc1CC`?
PGE2 EP2 inh: 13

What do the screens show for `COC(=O)NC1SC(C)=NC1(O)c1ccccc1` (stereo unspecified)?
PGE2 EP2 inh: 17

Results for O=C1c2cc(O)cc(O)c2C(=O)c2c1cc(O)c([C@@H](CO)CCO)c2O ?
PGE2 EP2 inh: 18

Retrieved by structure from the list above (two):
What do the screens show for `COC(=O)NC1SC(C)=NC1(O)c1ccccc1` (stereo unspecified)?
PGE2 EP2 inh: 17

What do the screens show for `CCOc1ccccc1NC(=O)CSc1nc2ccc(C)cc2cc1CC`?
PGE2 EP2 inh: 13

The listing continues.
Results for Cc1cccc(N(C(=O)c2ccco2)C(C(=O)NC2CCCC2)c2ccco2)c1C (stereo unspecified) ?
PGE2 EP2 inh: 6

What do the screens show for `O=C1COc2ccc(C(=O)N3CCC4(CC3)NC(=O)c3ccccc3O4)cc2N1`?
PGE2 EP2 inh: 5

How did CC(C)[C@@H](Cn1nnc2ccccc21)NC(=O)c1ccn(C)n1 do in these assays?
PGE2 EP2 inh: 4

What do the screens show for `CCN(CC)Cc1ccc(C(=O)O)o1`?
PGE2 EP2 inh: 10

Results for C=CCn1c(=O)/c(=C2/Sc3ccccc3N2C)s/c1=C1\C(=O)NN=C1C ?
PGE2 EP2 inh: 8

How did COc1cccc(C(c2nnnn2CC2CCCO2)N2CCN(c3ccccc3F)CC2)c1OC (stereo unspecified) do in these assays?
PGE2 EP2 inh: 4

Results for O=C(O)C12CC3(C(=O)O)CC(C(=O)O)(CC(C(=O)O)(C1)C3=O)C2=O ?
PGE2 EP2 inh: 8

What do the screens show for `CCc1nc2ccc(NC(C)=O)cc2c(=O)n1Cc1ccccc1`?
PGE2 EP2 inh: 6

What do the screens show for `Cc1cc(NC(=O)CSc2nnnn2-c2ccc3c(c2)OCCO3)no1`?
PGE2 EP2 inh: 13

What do the screens show for `COc1ccc([C@@H]2C[C@H](OC(=O)CCn3c(=O)oc4ccccc43)C(=O)N2C)cc1`?
PGE2 EP2 inh: 5

What do the screens show for `COc1cc(C)cc2c(-c3c(O)cc(O)c4c3C[C@H](C)N[C@@H]4C)cc(-c3cc(-c4c(O)cc(O)c5c4C[C@H](C)N[C@@H]5C)c4cc(C)cc(OC)c4c3O)c(O)c12`?
PGE2 EP2 inh: 41*

Results for O=C(NC1CCN(S(=O)(=O)c2ccccc2F)CC1)C1CCCCC1 ?
PGE2 EP2 inh: 8

How did CCOC(=O)c1c(-c2ccc(OC)c(OC)c2)csc1NC(=O)C(C)C do in these assays?
PGE2 EP2 inh: 6

What do the screens show for `O=C(Nc1cc(Cl)ccc1O)C1CC(c2ccccc2O)=NO1` (stereo unspecified)?
PGE2 EP2 inh: 9

What do the screens show for `COC(=O)C1=C(C)N(CCCC(=O)O)C(=O)NC1c1ccccc1Cl` (stereo unspecified)?
PGE2 EP2 inh: 17

Results for CC(C)(C)C(=O)NC1CCN(C(=O)NC2CCCCC2)CC1 ?
PGE2 EP2 inh: 11

How did CC1(C)S[C@H]2[C@H](NC(=O)Cc3ccccc3)C(=O)N2[C@@H]1C(=O)O do in these assays?
PGE2 EP2 inh: 49*

Results for C=Cn1ncc(CN(CCCN2CCOCC2)Cc2ccc(C)o2)c1C ?
PGE2 EP2 inh: 3

How did O=C(CSc1ncnc2sc3c(c12)CCC3)N1CCCCCC1 do in these assays?
PGE2 EP2 inh: 11

What do the screens show for `COc1ccc(-c2nnc(NC(=O)c3cc(OC)cc(OC)c3)s2)cc1`?
PGE2 EP2 inh: 20

Results for O=C(O)[C@@H]1[C@H]2O[C@H]([C@@H](Br)[C@H]2Br)[C@@H]1C(=O)O ?
PGE2 EP2 inh: 11

What do the screens show for `COc1ccc(OC)c(C(=O)CSc2nc(C)cc(C)c2C#N)c1`?
PGE2 EP2 inh: 2

What do the screens show for `CCCSc1ncc(CN2CCN(C3CCCCC3)C(=O)C2)cn1`?
PGE2 EP2 inh: 3

How did Cc1ccc2cc(CN(CCc3ccccc3)C(=O)C3CCCCC3)c(=O)[nH]c2c1 do in these assays?
PGE2 EP2 inh: 5

What do the screens show for `COc1ccccc1N(CC(=O)NCc1ccc2c(c1)OCO2)S(C)(=O)=O`?
PGE2 EP2 inh: 6

What do the screens show for `O=c1[nH]c2ccc(S(=O)(=O)O)cc2[nH]1`?
PGE2 EP2 inh: 3

How did O=C(Cn1nnc(-c2ccc(Cl)cc2)n1)NCC1CC1 do in these assays?
PGE2 EP2 inh: 21

Results for CC(C(=O)NCc1ccccc1)N(C(=O)c1snc(C(N)=O)c1N)c1cccc(O)c1 (stereo unspecified) ?
PGE2 EP2 inh: 9

Results for Cc1ccc(OCC(=O)Nc2sc3c(c2C#N)CCCCC3)cc1 ?
PGE2 EP2 inh: 11

What do the screens show for `O=C(Nc1cccc(O)c1)C1CC(c2ccccc2Cl)=NO1` (stereo unspecified)?
PGE2 EP2 inh: 11

What do the screens show for `CC1(C)[C@@H](CC(=O)O)CCC[C@H]1CC(=O)O`?
PGE2 EP2 inh: 10

Results for O=C(NCCCN1CCCC1=O)c1cc2nc(-c3ccco3)cc(C(F)(F)F)n2n1 ?
PGE2 EP2 inh: 12

What do the screens show for `O=C(CN1CCC(O)(c2cccnc2)CC1)Nc1cccc(F)c1`?
PGE2 EP2 inh: 6

What do the screens show for `CCCc1ncc(CNC2(c3ccc(Cl)cc3)CC2)cn1`?
PGE2 EP2 inh: 9

What do the screens show for `CC1CCc2c(sc3nc(SCC(=O)N4CCCC4)[nH]c(=O)c23)C1` (stereo unspecified)?
PGE2 EP2 inh: 18

What do the screens show for `CCN1CCN(c2ccc(NC(=O)c3cc(OC)cc(OC)c3)cc2)CC1`?
PGE2 EP2 inh: 8

Results for Cc1ccc2oc(-c3cc(NC(=O)c4ccncc4)ccc3Cl)nc2c1 ?
PGE2 EP2 inh: 12

How did CC(C)(C)c1ccc(C(=O)NC2CCN(CC(=O)Nc3ccc4c(c3)OCCO4)CC2)cc1 do in these assays?
PGE2 EP2 inh: 6

How did COc1ccc(-c2nc(-c3cc4ccc(C)cc4[nH]c3=O)no2)cc1OC do in these assays?
PGE2 EP2 inh: 11

Results for Cc1nn(C)cc1CN1CCn2c(nc(-c3ccc(N(C)C)cc3)c2NC(C)(C)C)C1 ?
PGE2 EP2 inh: 8

How did O=C(c1ccco1)N1CCN(C(=O)c2ncoc2-c2ccccc2F)CC1 do in these assays?
PGE2 EP2 inh: 10

How did CN1CCC[C@H]1c1cccnc1.O=C(O)c1ccccc1O.O=C([OH2+])c1ccccc1O.O=C([OH2+])c1ccccc1O.O=C([OH2+])c1ccccc1O.[Mn] do in these assays?
PGE2 EP2 inh: 42*

What do the screens show for `Cc1ccc(NC(=O)C(C)Sc2nnc(C)n2CC2CCCO2)cc1` (stereo unspecified)?
PGE2 EP2 inh: 7

What do the screens show for `CCn1c(SCC(=O)Nc2ccccc2F)nnc1-c1ccoc1C`?
PGE2 EP2 inh: 7

Results for CC1Oc2ccc(S(=O)(=O)NCc3ccccn3)cc2NC1=O (stereo unspecified) ?
PGE2 EP2 inh: 7

How did N[C@@H](Cc1ncccn1)C(=O)O do in these assays?
PGE2 EP2 inh: 8

How did CCC(c1nnnn1C(C)(C)CC)N(Cc1cccnc1)Cc1cc2ccc(C)c(C)c2[nH]c1=O (stereo unspecified) do in these assays?
PGE2 EP2 inh: 11

Results for Cc1ccccc1NC(=O)NC1(C(=O)N2CCN3CCCC3C2)CCCCC1 (stereo unspecified) ?
PGE2 EP2 inh: 11

What do the screens show for `COc1ccc(C(=O)N2CCN(C(=O)c3cccc(OC)c3OC)CC2)cc1`?
PGE2 EP2 inh: 6

How did Nc1c(Nc2ccc(F)cc2)sc2c(O)cc(=O)[nH]c12 do in these assays?
PGE2 EP2 inh: 21

How did COc1ccccc1C1Nc2ccccc2C(OC(C)=O)C1(C)C (stereo unspecified) do in these assays?
PGE2 EP2 inh: 8

Results for COc1ccc(OC)c2[nH]c(C(=O)N3CCC4(CC3)NC(=O)c3ccccc3O4)cc12 ?
PGE2 EP2 inh: 9

What do the screens show for `CCn1cc(C(=O)NCCc2ccccc2C)c(=O)c2ccc(C)nc21`?
PGE2 EP2 inh: 10

What do the screens show for `CN(C)c1cc[n+](CC(=O)N(C2CCCCC2)C2CCCCC2)cc1`?
PGE2 EP2 inh: 9

Results for Cc1cccc(N(CC(=O)NCc2ccc3c(c2)OCO3)S(C)(=O)=O)c1 ?
PGE2 EP2 inh: 11

How did COc1ccc(NC(=O)c2ccco2)cc1NC(=O)COc1ccc(Cl)cc1C do in these assays?
PGE2 EP2 inh: 6

How did C[N+]1(Cc2ccccc2Br)CCOCC1 do in these assays?
PGE2 EP2 inh: 12

Results for COc1ccccc1C1(O)CCN(CC(O)c2ccccc2)CC1 (stereo unspecified) ?
PGE2 EP2 inh: 7

How did CC(=O)NC1(c2ccccc2F)CCN(Cc2cnc(N3CCCCC3)nc2)CC1 do in these assays?
PGE2 EP2 inh: 12

Results for O=c1c2ccccc2nc(SCCN2CCOCC2)n1Cc1ccccc1 ?
PGE2 EP2 inh: 7

Continued (six carried over from the part before).
Results for Cc1cccc(N(CC(=O)NCc2ccc3c(c2)OCO3)S(C)(=O)=O)c1 ?
PGE2 EP2 inh: 11

How did COc1ccc(NC(=O)c2ccco2)cc1NC(=O)COc1ccc(Cl)cc1C do in these assays?
PGE2 EP2 inh: 6

How did C[N+]1(Cc2ccccc2Br)CCOCC1 do in these assays?
PGE2 EP2 inh: 12

Results for COc1ccccc1C1(O)CCN(CC(O)c2ccccc2)CC1 (stereo unspecified) ?
PGE2 EP2 inh: 7

How did CC(=O)NC1(c2ccccc2F)CCN(Cc2cnc(N3CCCCC3)nc2)CC1 do in these assays?
PGE2 EP2 inh: 12

Results for O=c1c2ccccc2nc(SCCN2CCOCC2)n1Cc1ccccc1 ?
PGE2 EP2 inh: 7

What do the screens show for `O=C(Nc1nnc(C2CCCCC2)s1)c1cc2cc(Br)ccc2oc1=O`?
PGE2 EP2 inh: 6

What do the screens show for `Cc1cccc(NC(=O)CCN2CCC(C)CC2)c1`?
PGE2 EP2 inh: 9

How did CCC(CC)c1nnc(NC(=O)c2cc(Cl)ccc2OC)s1 do in these assays?
PGE2 EP2 inh: 16

What do the screens show for `COCCNC(=S)N(Cc1cccs1)Cc1cc2cc(OC)c(OC)cc2[nH]c1=O`?
PGE2 EP2 inh: 8

Results for Cc1ccc(NC(=O)N(CCCN(C)C)Cc2cc3cc4c(cc3[nH]c2=O)OCCO4)cc1 ?
PGE2 EP2 inh: 11

How did C=C(C)Cn1c(SCC(=O)N2CCc3ccccc32)nc2sc3c(c2c1=O)CCCC3 do in these assays?
PGE2 EP2 inh: 10

How did CCOC(=O)c1c(NC(=S)NC(=O)c2ccccc2)sc(C)c1C do in these assays?
PGE2 EP2 inh: 16

How did CC(Nc1nc(-c2ccc(F)cc2)cs1)c1nc2cc(Cl)c(N3CCCCC3)cc2n1CCOCCO (stereo unspecified) do in these assays?
PGE2 EP2 inh: 2

How did FC(F)(F)c1ccc(-c2noc(CN3CCC(N4CCCCCC4)CC3)n2)cc1 do in these assays?
PGE2 EP2 inh: 9

Results for CC(C(=O)O)n1cnc2ccccc2c1=O (stereo unspecified) ?
PGE2 EP2 inh: 7

What do the screens show for `CCCc1nc(C)c2c(=O)[nH]c(-c3cc(S(=O)(=O)N4CCN(CC)CC4)ccc3OCC)nn12`?
PGE2 EP2 inh: 14

Results for O=C(Nc1ccc(N2CCN(C(=O)c3cccs3)CC2)cc1)c1cccs1 ?
PGE2 EP2 inh: 10

What do the screens show for `COC(=O)[C@H]1CN(C(=O)CCn2nc(C)cc2C)C[C@@H]1c1ccccc1F`?
PGE2 EP2 inh: 5

How did Cc1ccc2c(c1)cc(C)c1nn(CC(=O)NC3CCCCC3)c(=O)n12 do in these assays?
PGE2 EP2 inh: 2

Results for Cc1nc(N=Nc2ccc(C(=O)O)cc2)c(COP(=O)(O)O)c(C=O)c1O ?
PGE2 EP2 inh: 9

Results for Cn1c(SCC(=O)Nc2cccc(NC(=O)C3CCCCC3)c2)nnc1-c1ccncc1 ?
PGE2 EP2 inh: 2

Results for Cc1cccc2cc(CN(Cc3ccco3)C(=O)Nc3ccc(F)cc3)c(=O)[nH]c12 ?
PGE2 EP2 inh: 8
